Source: PubChem BioAssay
TRb-SRC2 inh = inhibitors of human thyroid hormone receptor beta-SRC2 interaction. P10828. TRbeta-SRC2 peptide binding, fluorescence polarization; receptor liganded with 1 µM T3. Potency, µM (series often up to 106 µM), without a hit: at the top dose activity change, negative = inhibition, usual class: inhibitors. actives 0.065% (n = 280,000);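 note: plate controls were bound peptide for no effect and peptide without receptor for full effect; nearly all actives have a fitted effect of over 50% in size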
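Compounds were added to 0.6 uM TRb ligand-binding domain and 20 nM Texas Red-labeled SRC2 peptide in Tris buffer containing 1 uM T3, incubated 5 hr at ambient temperature, then read by fluorescence polarization.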
Tau FP inhib = inhibitors of human tau fibril formation. P10636. K18 P301L tau heparin fibrillization, Alexa594 FP, 6 h. Potency, µM (doses to about 57.7 µM), without a hit: at the highest dose activity, negative = inhibition, actives largely listed as inhibitors. AID 1468. actives 0.39% (n = 280,000); note: nearly all actives have a fitted effect of over 55% in size
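Read-out: fluorescence polarization of Alexa 594-labeled tau (0.24 uM), 555 nm excitation, 632 nm emission. Mixtures held 15 uM unlabeled K18 P301L, compound and 20 uM heparin, pH 7 acetate buffer, incubated 6 hr at 37 C.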
Tau fluor cs = counter-screen for tau fibril formation inhibitors. AID 1463. tau K18 P301L Alexa594 fluorescence, heparin fibrillization. Potency, µM (series often up to 57.7 µM), for the others: at the top dose activity change, negative = decrease. actives 0.93% (n = 280,000); note: nearly all actives have a fitted effect of over 55% in size
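Human K18 P301L tau (15 uM unlabeled plus 0.24 uM Alexa 594-labeled, final) in 100 mM sodium acetate pH 7 was mixed with compound and 20 uM heparin and incubated 6 hr at 37 C.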
ALDH1A1 block = inhibitors of human aldehyde dehydrogenase 1A1. Purified ALDH1A1, NADH fluorescence, propionaldehyde substrate. Potency, µM (highest dose often 75.3 µM), for inactives: at the top dose activity, negative = inhibition, actives largely listed as inhibitors. actives 7.3% (n = 220,000). P00352; active = well fitted inhibition curve with a large enough effect, not every such curve was filed as active; inconclusive = small, poorly fitted or top-dose-only effect, or another doubt; inactive = no such curve, though single readings can be large or run the other way;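 note: plate controls were no enzyme wells and a reference inhibitor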
Target sequence (P00352 whole entry, looked up): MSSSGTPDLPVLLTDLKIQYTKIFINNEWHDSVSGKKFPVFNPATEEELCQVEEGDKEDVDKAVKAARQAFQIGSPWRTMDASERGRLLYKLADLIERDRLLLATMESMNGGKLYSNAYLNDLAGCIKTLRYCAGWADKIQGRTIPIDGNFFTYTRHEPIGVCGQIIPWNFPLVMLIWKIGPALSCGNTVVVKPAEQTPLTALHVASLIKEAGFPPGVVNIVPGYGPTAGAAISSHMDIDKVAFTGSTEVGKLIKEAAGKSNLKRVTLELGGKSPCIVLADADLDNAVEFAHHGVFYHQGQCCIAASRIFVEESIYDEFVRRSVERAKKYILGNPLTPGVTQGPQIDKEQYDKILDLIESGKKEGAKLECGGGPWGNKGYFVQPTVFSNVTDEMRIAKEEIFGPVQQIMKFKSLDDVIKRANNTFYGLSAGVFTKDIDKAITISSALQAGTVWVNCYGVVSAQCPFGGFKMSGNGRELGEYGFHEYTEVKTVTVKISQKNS
TR SRC2 fluor cs = Texas Red fluorescence interference in TRb-SRC2 counter-screen | actives 0.29% (n = 280,000) | Potency, µM (top dose mostly 106 µM), without a hit: at the top dose fluorescence change, negative = quenching | TRb/SRC2 Texas Red total fluorescence interference; active = well fitted curve in either direction with a large enough effect; inconclusive = small, poorly fitted or top-dose-only effect
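Flags fluorescent or light-absorbing compounds by total fluorescence, S + 2P, at 555 nm excitation and 632 nm emission. Mixture: 20 nM Texas Red SRC2 peptide, 0.6 uM human TRb LBD, 1 uM T3, 5% DMSO; compound exposure 5 h at ambient temperature.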
aGal spleen mod = inhibits or activates alpha-galactosidase in human spleen homogenate; human spleen homogenate, 4MU-alpha-Gal fluorescence, 40 min; Potency, µM (titrated, usually from 80 µM), for inactives: at the top dose activity change, negative = inhibition, usual class: inhibitors; actives 0.008% (n = 240,000); AID 2107;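 note: 0% = enzyme with vehicle and -100% = no enzyme basal signal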
Target sequence (P06280 32-429 limits assumed): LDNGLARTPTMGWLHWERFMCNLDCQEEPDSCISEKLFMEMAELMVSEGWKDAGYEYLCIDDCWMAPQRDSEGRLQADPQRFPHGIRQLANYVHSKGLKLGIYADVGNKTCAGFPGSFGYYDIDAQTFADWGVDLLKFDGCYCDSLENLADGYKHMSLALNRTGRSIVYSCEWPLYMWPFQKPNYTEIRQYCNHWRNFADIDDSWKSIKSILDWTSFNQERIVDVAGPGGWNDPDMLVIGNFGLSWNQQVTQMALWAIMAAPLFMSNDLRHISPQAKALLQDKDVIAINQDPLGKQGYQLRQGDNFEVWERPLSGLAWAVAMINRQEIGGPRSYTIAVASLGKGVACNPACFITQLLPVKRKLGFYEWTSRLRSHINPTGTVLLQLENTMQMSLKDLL
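Human spleen homogenate (1 ug) as enzyme source, 4-methylumbelliferyl-alpha-D-galactopyranoside 1 mM final, citrate/phosphate pH 5.0 with 0.01% Tween-20. Compounds 40 min at 37C, NaOH/glycine stop; fluorescence Ex 365/Em 440, Hill-fit AC50.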
Tau ThT inhib = blocks human tau fibril formation measured by thioflavin T; P10636; recombinant tau K18 P301L, heparin-induced fibrillization, ThT fluorescence; Potency, µM (highest dose often 57.4 µM), for the others: at the highest dose activity, negative = inhibition, usual class: inhibitors; actives 2.1% (n = 270,000); AID 1460; note: nearly all actives have a fitted effect of over 55% in size
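Fibril formation assay: tau K18 P301L at 15 uM with trace Alexa 594 label, heparin inducer 20 uM, pH 7 sodium acetate buffer, 37 C for 6 hr; endpoint ThT signal.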
L3MBTL1 inh = inhibitors of human L3MBTL1. Potency, µM (top dose mostly 57.1 µM), for inactives: at the highest dose activity, negative = inhibition, actives largely listed as inhibitors. AID 485360. AlphaScreen L3MBTL1–H3K9me1 peptide binding. actives 0.66% (n = 230,000). Q9Y468; note: nearly all actives have a fitted effect of over 60% in size
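L3MBTL1 50 nM + b-AHA-H3(1-15)K9me1 75 nM, 30 min RT; compound added, 30 min RT; streptavidin donor/Ni-chelate acceptor beads 10 ug/mL each final, 30 min RT dark; AlphaScreen read.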
* = called active by the depositor; u = inconclusive; x = not tested or not shown; [ ] = another dose, or the depositor's remark. Unless noted, calls come from the whole dose curve; as a rule, active = well fitted curve in the direction sought with a large enough effect; inconclusive = small, poorly fitted or top-dose-only effect, or another doubt; inactive = no such curve, though single readings can be large; an effect the other way counts as inactive or inconclusive. Unless noted, % is set by controls: 0 for no effect and ±100 for the full control effect; potency is the fitted concentration of half-maximal effect.

compound	TRb-SRC2 inh	Tau FP inhib	Tau fluor cs	ALDH1A1 block	TR SRC2 fluor cs	aGal spleen mod	Tau ThT inhib	L3MBTL1 inh
Cn1c(CCCOc2ccc(Cl)cc2Cl)n[nH]c1=S	-5%[53 µM]	-3%	-5%	10%	-2%[53 µM]	-6%	-5%	-9%
COC(=O)c1ccc2c(=O)n(Cc3ccco3)c(SCC(=O)Nc3ccccc3Cl)nc2c1	0%	-6%	-10%	7%	-1%	-7%	-4%	0%
CCC(C)NC(=O)CC(c1ccc(OC)cc1)n1cccc1 (stereo not given)	7%	-11%	-14%	-13%	4%	-5%	2%	-2%
CC(=O)C1C(c2ccc(C)cc2)c2c(noc2C)CC1(C)O (stereo not given)	4%	0%	-5%	10%	-1%	-7%	0%	x
Cc1nc2n[nH]c(N)c2c2c1CCCC2	-2%	-5%	-4%	x	-3%	3%	1%	-7%
O=C(NNC1=NCCC1)c1cccc(S(=O)(=O)N2CCCC2)c1	3%	-1%	-1%	8%	0%	-3%	-1%	4%
Cc1ccc(NC(=O)Cn2c(=O)c(C)nc3ccccc32)cc1	2%	-7%	3%	0%	-4%	-2%	-12%	6%[11.4 µM]
CCOC(CCn1c(SCc2ccc([N+](=O)[O-])cc2)nc2ccccc2c1=O)OCC	-2%	1%	-18%	-2%	-2%	2%	-8%	-1%
Cc1cccc(C(=O)NN2S(=O)(=O)c3ccccc3S2(=O)=O)c1	7%	-11%	-4%	7%	0%	2%	-14%	x
c1ccc(-c2csc3ncn4nnnc4c23)cc1	8%	-2%	-2%	u	-1%	0%	-6%	14%
CC(=O)N[C@H](C(=O)O)C(C)(C)SN=O	8%	u	-5%	2%	0%	8%	u	x
N#Cc1ccc(CSc2nnc(COc3ccccc3)n2-c2ccccc2)cc1	5%	2%	-11%	-6%	2%	0%	-11%	x
COc1ccc(Nc2cc(C(=O)NCCc3ccc(C)cc3)c3ccccc3n2)c(OC)c1	3%	-3%	u	x	0%	x	u	x
O=C(CSc1nc2ccccc2s1)NCCOc1ccccc1	-3%	-5%	-15%	-8%	-2%	1%	-9%	1%
CCOc1ccc(N(CC(=O)NC(C)(C)C)C(=O)c2ccco2)cc1	2%	-1%	0%	-4%	-2%	5%	-6%	2%
Cn1nnnc1NCc1cccc(Cl)c1Cl	-3%	-4%	-2%	14%	-3%	9%	-6%	-3%
Cn1nc(C(=O)NCCc2ccc(S(N)(=O)=O)cc2)c2ccccc2c1=O	2%	1%	-9%	28%	1%	5%	-7%	8%
CC(C)CNCC1OCc2ccccc2CO1	2%	4%	4%	x	0%	9%	x	x
COc1ccc(Cl)cc1NC(=O)c1c(NCc2ccc(C)o2)sc2c1CCC(C)C2 (stereo not given)	1%	3%	-9%	x	-1%	x	-2%	x
COc1ccc(NC(=O)CSc2nnc(-c3cccnc3)n2Cc2ccco2)c(OC)c1	-3%	-1%	6%	6%	-5%	3%	1%	-2%
COc1ccc(CCC(=O)Nc2cccc(S(=O)(=O)N(C)C)c2)cc1OC	14%	-4%	-2%	-9%	-2%	-10%	-5%	-2%
O=C(CCN1CCCCC1)NNC(=S)NC(=O)c1ccc(Br)cc1	-5%	10%	3%	28µM*	-2%	0%	-8%	u
CC(=O)OC(C)(C)C#CCN1CCCC1	-7%	10%	-1%	1%	0%	-4%	-3%	x
Cc1ccc(S(=O)(=O)Nc2ccc(C(N)=O)cc2)cc1[N+](=O)[O-]	4%	-10%	-16%	u	-3%	11%	-12%	22%
Cc1cccc(NC(=O)CSc2nc3n[nH]c(C)c3c(=N)n2-c2cccc(Cl)c2)c1	3%	u	u	x	-1%	x	-8%	x
O=C(Cn1cccc1C(=O)c1ccccc1)NCc1ccccc1Cl	9%	-1%	-2%	x	-2%	x	-4%	x
O=C(Nc1ccc(F)cc1F)C1CCCN1S(=O)(=O)c1cccc2nsnc12 (stereo not given)	-2%	-2%	-4%	x	3%	x	-2%	x
CC(=O)c1cccc(N=Nc2c(-c3ccccc3)[nH]n(-c3ccccc3)c2=O)c1	3%	12%	u	4%	-5%	4%	u	-7%
O=C(NNS(=O)(=O)c1ccc(Cl)cc1)c1cnn(-c2ccccc2)c1-n1cccc1	1%	5%	-10%	2µM*	-1%	5%	-10%	-1%
CCCCn1nnnc1SCC(=O)c1ccccc1F	-3%	-7%[2.34 µM]	8%[2.34 µM]	-6%	-1%	2%	-5%	-13%
FC(F)(F)c1cccc(NC(=S)NCC2COc3ccccc3O2)c1 (stereo not given)	9%	25µM*	u	-1%	-2%	4%	-12%	4%
Cc1ccsc1/C=C(\C(=O)c1ccc(OC(C)C)cc1)c1nc2ccccc2o1	8%	-6%	-11%	10%	-1%	5%	-1%	-14%
O=C(CSc1nnc(Cn2cnc3ccccc32)o1)c1ccccc1	4%	1%	2%	7%	2%	-2%	-3%	1%
Cc1ccc(Cc2cnc(NC(=O)c3cccs3)s2)cc1	1%	u	u	-8%	-2%	0%	8%	-15%
COc1ccc(N2CCN(C(=S)Nc3cc(C)cc(C)c3)CC2)cc1	6%	-9%	-14%	-7%	3%	9%	-13%	2%
COc1ccc(C2=NO[C@@H]3C(=O)N(c4ccc(C)cc4C)C(=O)[C@H]23)cc1OC	2%	1%	-3%	22µM*	-2%	0%	-5%	5%
Nc1nc2n(n1)C(c1ccco1)CC(c1ccc(F)cc1)N2 (stereo not given)	7%	-3%	1%	6%	2%	1%	1%	5%
COc1ccc(CNCC(O)(c2ccc(F)cc2)c2ccc(F)cc2)cc1	-2%	-3%	-15%	-2%	-6%	3%	-6%	-2%
CCOC(=O)CSc1nc2cc(OC)ccc2cc1C#N	-8%	10%	u	u	-6%	-1%	5µM*	x
CN(C)S(=O)(=O)c1cccc(NC(=O)COC(=O)/C=C/c2cccs2)c1	-3%	u	-19%	-6%	-2%	3%	-6%	2%
Nc1ccc(C(CC(=O)O)n2cccc2)cc1 (stereo not given)	1%	-1%	-6%	-4%	-2%	1%	-5%	x
Cc1nnc(SCC(C)C)[nH]c1=O	1%	-2%	-10%	-4%	1%	7%	-11%	-7%
Cc1nn2c(=O)cc(COC(=O)c3ccc(NC(=O)COc4ccccc4F)cc3)nc2s1	6%	-1%	0%	x	-1%	x	-1%	x
COc1cc(NC(=O)COCc2cc(-c3ccc(F)cc3)on2)cc(OC)c1OC	2%	2%	-30%	x	-2%	x	u	x
Cc1ccc2c(c1)c1c3n2CCN(C(=O)C2CC2)C3CCC1 (stereo not given)	5%	5%	u	u	0%	2%	u	x
Cc1nc(C)c(C(=O)NNS(=O)(=O)c2ccc([N+](=O)[O-])cc2)s1	1%	-1%	7%	-4%	-1%	-4%	0%	14%
Cc1ccccc1OCCN(C#N)c1nc(N(C)C)nc(N(C)C)n1	9%	-3%	-25%	u	-1%	-4%	-18%	12%
N/C(=N\c1nc(CSc2nc3ccccc3s2)cc(=O)[nH]1)Nc1ccc(F)cc1	-6%	u	-9%	x	-1%	14%	0%	x
COc1ccccc1NC(=O)c1ccc(C(=O)c2ccccc2)o1	1%	0%	-20%	-9%	4%	9%	-17%	6%
Cc1nc2ccc(NC(=S)NC3CCCCC3)cc2nc1C	3%	2%	u	-11%	0%	-3%	u	x
Cc1cc(C)cc(N(CC(=O)O)S(=O)(=O)c2c(C)[nH]c(=O)[nH]c2=O)c1	-3%	2%	-1%	1%	-2%	-4%	2%	x
Cc1cccc(OCCCCCn2ccnc2)c1C	-1%	13%	3%	u	-4%	1%	-11%	-29%
CCSc1ccc2nnc(-c3cccs3)n2n1	-5%	-8%	-8%	11%	-2%	-1%	-5%	8%
C=CCC(O)(/C=C/c1ccccc1)c1ccccc1 (stereo not given)	1%	7%	-2%	-1%	-2%	-7%	-7%	x
COCCNC(=S)NCCc1ccc(Cl)cc1Cl	3%	-14%	-18%	u	-2%	-4%	-1%	x
CCOC(=O)N/N=C/c1c(F)c(F)c(F)c(F)c1F	9%	3%	5%	-13%	1%	-5%	4%	0%
